# Compound activity as filed in PubChem BioAssay.
# GPR151 activ – activators of human GPR151, primary screen, cell-based, PathHunter beta-arrestin, luminescence | G-protein coupled receptor 151 (Homo sapiens), Q8TDV0 | PathHunter beta-arrestin GPR151 cells | activation, % at 11.2 µM | hit rate 1% among 650,000; in the data active = activation above about 4.9%;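 also: 0% = median of compound wells and 100% = cells with positive control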
# Target sequence (Q8TDV0 whole entry, looked up): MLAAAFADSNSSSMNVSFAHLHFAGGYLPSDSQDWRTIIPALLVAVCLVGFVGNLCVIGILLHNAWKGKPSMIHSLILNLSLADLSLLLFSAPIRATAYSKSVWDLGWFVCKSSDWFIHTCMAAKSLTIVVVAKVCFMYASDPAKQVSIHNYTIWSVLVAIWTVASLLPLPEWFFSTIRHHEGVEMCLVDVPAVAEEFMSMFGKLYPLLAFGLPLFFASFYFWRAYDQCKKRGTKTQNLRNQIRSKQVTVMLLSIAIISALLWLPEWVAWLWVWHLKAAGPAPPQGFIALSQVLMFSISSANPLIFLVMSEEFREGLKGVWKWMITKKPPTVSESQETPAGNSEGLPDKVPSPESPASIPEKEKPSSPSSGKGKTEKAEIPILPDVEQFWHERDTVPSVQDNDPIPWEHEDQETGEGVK
# FBW7 act – FBW7 E3 ligase activators, primary screen, biochemical, AlphaScreen, human; AlphaScreen FBW7–phospho-cyclin E peptide binding, activator screen; normalized activity (activation), % at 26.1 µM; hit rate 0.13% among 650,000; AID 1259310, 2017; in the data active = normalized activity above about 1.9%;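 also: purified mutant Fbw7 with reduced substrate affinity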
# MITF primary – MITF inhibitors, primary screen, biochemical, AlphaScreen, human; inhibition, % at 2.6 µM; Microphthalmia-associated transcription factor (Homo sapiens), O75030; AID 1259374, 2018; AlphaScreen MITF homodimerization, bead proximity signal; hit rate 0.91% among 650,000; in the data active = inhibition above about 50%;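 also: 0% = vehicle wells with protein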
# Target sequence (O75030 whole entry, looked up): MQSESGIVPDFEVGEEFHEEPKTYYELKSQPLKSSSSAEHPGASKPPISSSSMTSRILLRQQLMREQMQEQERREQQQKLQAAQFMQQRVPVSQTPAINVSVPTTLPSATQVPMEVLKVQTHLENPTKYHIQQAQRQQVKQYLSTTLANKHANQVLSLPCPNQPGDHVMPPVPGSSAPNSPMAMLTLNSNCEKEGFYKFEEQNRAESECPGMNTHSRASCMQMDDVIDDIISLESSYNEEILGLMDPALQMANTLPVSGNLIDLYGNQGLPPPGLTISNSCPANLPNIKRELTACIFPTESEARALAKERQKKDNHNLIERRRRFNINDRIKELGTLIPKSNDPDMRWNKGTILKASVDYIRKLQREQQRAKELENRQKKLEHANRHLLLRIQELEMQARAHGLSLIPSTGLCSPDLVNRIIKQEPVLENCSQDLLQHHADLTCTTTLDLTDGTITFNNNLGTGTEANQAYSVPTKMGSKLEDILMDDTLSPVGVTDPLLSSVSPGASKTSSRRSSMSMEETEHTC
# TEAD-YAP inh – TEAD-YAP interaction inhibition, primary screen, TEAD-YAP interaction inhibitor project, luminescence, HEK-TIYL cells; TEAD-Gal4/YAP UAS-luciferase luminescence; AID 1259422, 2018; hit rate 1.4% among 640,000; inhibition, % at 9.12 µM; in the data active = inhibition above about 32%;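 also: 0% = median of test compound wells and 100% = reference inhibitor wells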
# Starred values were filed as active, the others as inactive; nt = no result given.
mol	GPR151 activ	FBW7 act	MITF primary	TEAD-YAP inh
COc1ccc2oc(=O)c(C(=O)OCC(=O)c3ccc(F)cc3)cc2c1	-0.2	-0.1	-5.8	0.3
COc1ccc(Cc2nnc(SCC(=O)NCc3ccco3)o2)cc1	-2.3	0.2	10.4	0.8
COc1cc(C(=O)NCCc2ccccc2)c([N+](=O)[O-])cc1OC	-0.4	0.1	12.7	-7.6
Cc1ccc(NC(=O)c2cccc(C(=O)Nc3ccc(C)cc3[N+](=O)[O-])n2)c([N+](=O)[O-])c1	-1.2	0.1	16.0	-10.7
CC(=O)OC[C@H]1O[C@H](CCO/N=C/[C@@H](C)[C@H](OCc2ccccc2)C(C)C)C=C[C@@H]1OC(C)=O	1.5	0.0	-7.6	nt
COc1ccc(Br)cc1C1NC(=O)CCC1[N+](=O)[O-] (stereo not given)	-0.6	0.3	26.4	-5.3
C=CCn1c(SCCN2C(=O)c3ccccc3C2=O)nc2sc(-c3ccccc3)cc2c1=O	0.4	-0.1	-3.1	6.2
NC(=O)C(C(=O)/C=C/c1ccccc1)=C1SCCS1	-0.2	0.0	1.6	3.2

# The final two entries of the section before open the next one:
mol	GPR151 activ	FBW7 act	MITF primary	TEAD-YAP inh
C=CCn1c(SCCN2C(=O)c3ccccc3C2=O)nc2sc(-c3ccccc3)cc2c1=O	0.4	-0.1	-3.1	6.2
NC(=O)C(C(=O)/C=C/c1ccccc1)=C1SCCS1	-0.2	0.0	1.6	3.2
O=C1C=C(NNC(=O)c2ccncc2)CO1	-1.5	0.0	11.8	6.0
O=C(NCc1ccccc1Cl)c1ccc(Cl)cc1[N+](=O)[O-]	1.4	-0.3	13.8	1.8
O=C(CCc1ccccc1)Nc1nnc(-c2ccccn2)o1	-0.7	0.0	4.9	2.3
COc1cc(/C=C2/SC(=O)N(c3ccccc3C)C2=O)ccc1O	2.0	-0.1	17.4	-0.9
O=C(CSc1nnnn1-c1ccccc1)N/N=C/c1cc(Cl)cc(Cl)c1O	0.8	0.2	5.5	5.5
Clc1ccc(-c2nc(N3CCN(c4ccccc4Cl)CC3)nc3ccccc23)cc1	0.4	0.1	13.2	4.0
CCOc1ccccc1NC(=O)c1c(NC(=O)Cc2ccc(OC)cc2)sc2c1CCCC2	-0.3	-0.1	3.6	-9.2
C=CCn1c(=O)c(C(=O)Nc2ccc(Cl)cc2)c(O)c2ccccc21	-1.3	-0.1	-10.2	-1.7
CN1CCN(Cc2cccc3c2oc2ccccc23)CC1CCO (stereo not given)	-1.3	-0.2	-1.8	-10.9
CCOC(=O)C1=NN(c2ccc(OC)cc2)C2C(=O)N(c3ccccc3)C(=O)C12 (stereo not given)	-0.3	0.7	17.2	4.1
O=C(NNC(=S)NC1CC1)c1ccc2ccccc2c1	-3.4	0.0	-2.1	-41.1
CN1C(=O)[C@H]2CN(Cc3cccs3)CCN2C(=O)[C@@H]1CO	4.0	0.1	8.5	-4.6
COc1ccc(CN(C2=NS(=O)(=O)c3ccccc32)c2ccc(O)cc2)cc1	-0.4	-0.1	6.0	0.3
CC1(C)c2ssc(=S)c2-c2ccccc2N1C(=O)CN1CCOCC1	0.2	-0.4	5.2	2.1
CCOCCCNc1c(-c2ccccc2)nc2ccc(Br)cn12	1.4	0.1	-2.6	-39.3
NC(Cc1ccc(-c2cn[nH]c2)cc1)c1nc2ccc(-c3cn[nH]c3)cc2[nH]1 (stereo not given)	-0.2	-0.9	4.4	0.3

# A second format for part of the listing above.
# Values run as follows: GPR151 activ | FBW7 act | MITF primary | TEAD-YAP inh
- CN1CCN(Cc2cccc3c2oc2ccccc23)CC1CCO (stereo not given)
 : -1.3 | -0.2 | -1.8 | -10.9
- CCOC(=O)C1=NN(c2ccc(OC)cc2)C2C(=O)N(c3ccccc3)C(=O)C12 (stereo not given)
 : -0.3 | 0.7 | 17.2 | 4.1
- O=C(NNC(=S)NC1CC1)c1ccc2ccccc2c1
 : -3.4 | 0.0 | -2.1 | -41.1
- CN1C(=O)[C@H]2CN(Cc3cccs3)CCN2C(=O)[C@@H]1CO
 : 4.0 | 0.1 | 8.5 | -4.6
- COc1ccc(CN(C2=NS(=O)(=O)c3ccccc32)c2ccc(O)cc2)cc1
 : -0.4 | -0.1 | 6.0 | 0.3

# Next part:
mol	GPR151 activ	FBW7 act	MITF primary	TEAD-YAP inh
O=[N+]([O-])c1cccc(-c2nc(-c3ccccc3)c(-c3ccc(Oc4ccccc4)cc3)[nH]2)c1	1.0	0.0	2.4	-5.4
COC(=O)c1nnn(CC(=O)NC(=O)Nc2ccccc2)c1C(=O)OC	-0.6	0.2	9.4	4.0
CCn1nc(C)cc1C(=O)NCc1nc(-c2ccccc2)no1	2.6	0.1	5.2	2.9
Cn1ccnc1SCc1cc(=O)c(OC(=O)c2cccs2)co1	-0.7	-0.2	1.3	3.0
CC(C)(C)NC(=O)c1ccccc1NC(=O)/C=C\c1ccco1	0.4	0.1	-1.9	0.0
COC(=O)c1c(NC(=O)C=C(C)C)sc2c1CCC(C)C2 (stereo not given)	0.6	0.1	8.7	-0.8
COC(=O)C1=NNC2C(=O)N(c3ccc(Br)cc3)C(=O)C12 (stereo not given)	-1.0	-0.1	0.8	-1.2
Cc1ccccc1C(=O)N[C@H](C(=O)O)C(C)C	0.2	0.0	7.1	-4.5
CCOC(=O)c1cnc2c(Cl)cccc2c1Nc1ccc2c(c1)OCCO2	2.8	0.0	5.0	-4.3
CCC(=O)N1CCN(Cc2cccc(OC)c2)C[C@@H]1C	0.6	-0.1	-7.7	-7.7
COc1cc(Nc2ccc(-n3cc(CC(=O)Nc4ccccc4)c4ccccc43)nn2)cc(OC)c1OC	1.9	0.0	50.0	-5.6
CC(C)=CCN1CCc2nnc(CCNC(=O)c3ccc(C)cc3)n2CC1	0.9	-0.1	-4.7	-5.0
CCN(CC)c1ccc(CN2C[C@@H](NCc3ccc4ccccc4c3)C[C@H]2C(=O)NC)cc1	0.6	-0.3	15.1	-14.8
CCCC(=O)Nc1nn2c(-c3cccc(C)c3)nnc2s1	-1.2	-0.1	10.9	-7.5
CC(=O)c1cccc(NC(=O)c2cc3nc4c(c(C(F)(F)F)n3n2)CCc2ccccc2-4)c1	0.3	0.2	11.3	-9.9
Cc1cccc(C(=O)Nc2ccc(-c3nc4cc(C(C)(C)C)ccc4o3)cc2)c1	1.2	0.0	-4.5	4.2
CCOc1cc(C2Nc3ccc(C(=O)c4ccccc4)cc3NC3=C2C(=O)CCC3)ccc1O (stereo not given)	0.9	-0.2	3.1	64.4*
O=C(Cn1nnc2ccccc21)N/N=C/c1cc([N+](=O)[O-])ccc1O	0.0	-0.3	73.5*	8.7
CC1CCN(S(=O)(=O)c2ccc(NC(=O)Cc3ccccc3[N+](=O)[O-])cc2)CC1	-0.8	0.5	10.7	5.4
Cc1ccc2[nH]c3c(=O)n(/N=C/c4ccccc4)c(=O)[nH]c3c2c1	-0.5	0.0	-0.5	3.4
Cc1ccccc1NC(=O)C1(N(C)C(=O)Cn2nnnc2N)CCCCC1	-1.1	0.0	2.3	-7.3
Cc1ccccc1NCC(=O)N/N=C\C=N/NC(=O)CNc1ccccc1C	-0.7	0.1	-16.0	-1.1
COCc1[nH]nc2c1C(C1C=CCCC1)C(C#N)=C(N)O2 (stereo not given)	1.2	0.0	8.8	11.2
COc1ccc(C(=O)NCC2(c3ccccc3)CCOCC2)cc1OC	0.2	-0.1	1.2	-3.9
CCCCc1n(CC(=O)c2ccccc2)c2ccccc2[n+]1C	0.7	0.1	7.5	6.1
O=C(C1CCCN1S(=O)(=O)c1cccc2nsnc12)N1CCOCC1 (stereo not given)	1.0	0.0	2.8	2.1
COc1ccc(NC(=O)CSc2ncccc2C(=O)NCCc2ccccc2)c(OC)c1	-0.2	0.0	3.3	6.1
Cc1nnc(SCCC(=O)O)n1Cc1ccccc1	-1.3	1.7	10.9	1.6
CC(=O)NC1=C(N(C)C)C(=O)c2ccccc2C1=O	0.0	-0.1	-3.9	-4.6
CCCC1(C(=O)OC)NC(c2cccs2)C2C(=O)N(c3ccc(F)cc3)C(=O)C21 (stereo not given)	0.3	-0.3	0.8	0.9
O=c1cc(CSc2nc3ccccc3c3nc(CCN4CCCCC4)nn23)nc2ccccn12	0.2	0.6	3.1	-17.4
COc1ccc(-c2cc3ccccc3n2CC(O)CNCCO)cc1 (stereo not given)	-1.0	0.4	53.0*	11.4
CCCC(=O)N1CCN(S(=O)(=O)c2cc(Cl)ccc2OC)CC1	1.1	-0.2	-1.4	-1.4
Fc1ccc(-n2c(SCc3ccncc3)nc3cccnc32)cc1	-0.6	-0.1	5.5	-21.5
Cc1ccc(CCN2CC(C(=O)N3CCN(C)CC3)CC2=O)cc1 (stereo not given)	1.8	-0.2	-4.8	-0.3
CN1CCN(S(=O)(=O)c2cc([N+](=O)[O-])ccc2Cl)CC1	-0.2	0.4	4.9	-0.8
COc1ccc(/C=C2/NC(=O)N(Cc3ccccc3F)C2=O)cc1Br	-0.7	-0.1	-16.7	2.1
CC(C)N(CCNC(=O)c1cnc(-c2ccccc2)s1)C(C)C	1.7	0.1	5.7	-12.2
O=C(CCSc1nnc(-c2ccco2)o1)N1CCCCC1	-1.0	0.8	2.3	-15.8
COC(=O)c1ccc(S(=O)(=O)NCc2ccc(N3CCN(C)CC3)cc2)o1	0.6	0.0	1.3	-3.7
CCOC(=O)C1=CN(C)C=C(C(=O)OCC)C1c1ccc(OC)c(OCc2ccccc2)c1	7.2*	1.0	-1.2	-4.2
N#Cc1cc(N2CCOCC2)cc2ccccc12	0.3	0.2	7.4	-15.7
COc1cc(/C=N/NC(=O)C(=O)Nc2cccc(C)c2)cc(OC)c1OC	-0.4	0.0	-14.8	0.1
FC(F)(F)c1cccc(NC(=S)NCCN2CCOCC2)c1	0.3	0.1	7.7	5.6
C=CCSc1nnc2c(n1)OC(CC)Nc1ccccc1-2 (stereo not given)	0.6	0.7	15.5	-49.3
Nc1n[nH]c(CC(=O)N(Cc2ccccc2)C2(C(=O)Nc3ccccc3)CCCCC2)n1	-0.2	-0.4	70.4*	-2.1
CCOC(=O)CSc1nnc(COc2ccc([N+](=O)[O-])cc2)n1-c1ccccc1	-0.9	1.3	13.7	8.8
O=C(NC1=NCCS1)c1ccccc1OCc1ccccc1	-1.5	0.3	21.2	2.8
C=CCn1c(SCC(=O)OCC)nc2cc(C(=O)NCc3ccco3)ccc2c1=O	-1.9	0.0	2.4	7.3
CCOc1ccc2cc(C(N)=O)c(=Nc3cccc(C)c3)oc2c1	-0.7	0.0	-4.3	-4.3
COCCNC(=O)c1cccc(NS(=O)(=O)c2ccc(Br)cc2)c1	1.4	-0.3	-0.3	-2.6
O=C(CCN1CCOCC1)Nc1cc(C(=O)N2CCc3ccccc3C2)ccc1N1CC2CC(C1)c1cccc(=O)n1C2 (stereo not given)	-1.0	0.0	-6.8	-2.1
CCCOC(=O)c1sc2nc3c(c(-c4ccco4)c2c1N)CCCCC3	2.0	0.1	-7.3	-6.7
CSc1ccc(C2C3=C(CCCC3=O)Nc3ccccc3N2C(C)=O)cc1 (stereo not given)	-0.6	0.2	2.8	13.3
Nc1ccc(Br)cc1C(=O)N1CCN(C(=O)c2cc(Br)ccc2N)CC1	0.7	-0.1	0.9	-9.6
Cc1sc2ncnc(SCC(=O)Nc3ccc(S(N)(=O)=O)cc3)c2c1C	0.0	-0.1	3.4	0.5

# New compounds follow:
mol	GPR151 activ	FBW7 act	MITF primary	TEAD-YAP inh
Oc1ccc(C=Nc2cccc3cnccc23)c(O)c1O	2.2	-0.8	60.9*	7.5
COc1ccccc1CNC(=O)c1ccc2nc(-c3ccc(C)cc3)c(-c3ccc(C)cc3)nc2c1	0.0	0.0	8.5	5.8
O=C(Cc1ccc(O)cc1)NNC(=O)Nc1ccc(F)cc1F	-0.2	0.5	29.1	7.8
COc1ccc(-n2nc3ccc(NC(=O)c4ccc([N+](=O)[O-])cc4)cc3n2)cc1	-1.4	0.8	23.6	-11.2
CCNC(=O)NC1(C(=O)Nc2cccc3ccccc23)CCCCC1	-0.7	0.1	1.4	-0.8
CCn1c(=O)sc2cccc(Cl)c21	-1.6	0.3	16.5	12.4
CCNc1cc(NCCCN2CCCC2=O)nc(N)n1	1.0	0.1	17.4	-3.3
CCOc1ccc(/C=C/C(=O)Oc2ccc(Br)cc2)cc1	-0.5	0.0	6.6	1.8
COC(=O)N[C@H]1C[C@H]2C(=O)N[C@@H](CCCCN)C(=O)N2C1	-1.5	0.1	21.5	-1.5
CC(C)c1ccc(N(C)S(=O)(=O)c2ccc3[nH]cc(C(=O)NCc4ccco4)c(=O)c3c2)cc1	0.2	-0.6	-24.6	-1.5
COc1cc(C(=O)CSc2nnc(N)s2)cc(OC)c1OC	2.0	-0.2	-6.3	6.2
CCOC(=O)c1c(NC(=O)Cn2nc([N+](=O)[O-])c(Br)c2C)sc2c1CCC2	0.9	0.0	-9.4	3.1
CCCC(=O)Nc1sc2c(c1C(N)=O)CCC2	-0.1	-0.1	2.2	2.9
O=C(O)c1ccc(OCC2CCCO2)cc1 (stereo not given)	-1.0	0.1	1.8	-1.2
COc1cccc(N2CN(Cc3ccco3)CNC2=S)c1	0.6	0.0	-8.2	5.1
